# NALP3 yeast inh = NALP3 inflammasome inhibitors in reconstituted yeast, primary screen, luminescence, uHTS | Yeast reconstituted NLRP3/ASC/caspase-1, beta-gal luminescence, 24 h | inhibition, % at 10 µM | 330,000 tested, 0.39% active | AID 2825, 2010;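 active = inhibition of 50% or more; inactive = inhibition below 50%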;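 note: plate controls were induced DMSO wells for no effect and uninduced yeast grown without galactose for full effect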
# A3G deaminase = APOBEC3G DNA deaminase inhibitors, primary screen, biochemical, fluorescence, single-stranded DNA substrate, uHTS | recombinant A3G, ssDNA deamination FAM/TAMRA fluorescence | inhibition, % at 20 µM | 330,000 tested, 0.28% active;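 active = inhibition of at least 40% at 20 µM, with no more than 30% in the related APOBEC3A deaminase screen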;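 note: plate controls were DMSO wells with A3G for no effect and wells lacking A3G enzyme for full effect; some compounds called inactive have numbers as strong as hits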
# Target sequence (Q9HC16 whole entry, looked up): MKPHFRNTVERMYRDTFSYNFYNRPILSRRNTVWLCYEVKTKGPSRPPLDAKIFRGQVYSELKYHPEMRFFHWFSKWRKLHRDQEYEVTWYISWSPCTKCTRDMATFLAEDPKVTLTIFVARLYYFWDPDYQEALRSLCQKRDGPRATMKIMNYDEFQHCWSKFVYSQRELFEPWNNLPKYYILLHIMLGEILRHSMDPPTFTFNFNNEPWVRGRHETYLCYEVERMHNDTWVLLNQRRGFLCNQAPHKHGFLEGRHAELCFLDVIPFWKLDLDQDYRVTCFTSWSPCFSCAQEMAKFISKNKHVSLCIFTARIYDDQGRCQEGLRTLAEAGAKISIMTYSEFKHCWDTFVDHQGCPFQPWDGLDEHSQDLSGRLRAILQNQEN
# SENP1 FRET inh = human SENP1 catalytic domain inhibitors, primary screen, biochemical, FRET, uHTS. Sentrin-specific protease 1 (Homo sapiens), Q9P0U3. recombinant SENP1 catalytic domain, CyPet-SUMO1-YPet FRET cleavage. inhibition, % at 10 µM. 360,000 tested, 0.21% active. AID 624204, 2012;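 active = inhibition at least 30% at 10 µM, raw YFP signal under a set limit, fluorescence ratio 0.5 to 1.5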;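 note: 0% = enzyme with DMSO and 100% = no enzyme wells; some results filed as inactive read as strong as hits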
# Target sequence (Q9P0U3 419-644 limits assumed): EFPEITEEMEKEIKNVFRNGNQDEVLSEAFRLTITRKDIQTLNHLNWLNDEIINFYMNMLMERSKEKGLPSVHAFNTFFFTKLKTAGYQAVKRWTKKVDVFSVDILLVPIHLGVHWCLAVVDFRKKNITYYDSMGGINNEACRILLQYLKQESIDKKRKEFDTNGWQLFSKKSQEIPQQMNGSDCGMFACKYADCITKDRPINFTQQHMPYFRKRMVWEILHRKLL
#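 Material – human SENP1 catalytic domain · Input – SENP1 enzyme, 20 pM final · Compound dosing – single concentration of 10 µM compound, 0.5% DMSO final · Timing – enzyme reaction for 50 min at room temperature, dark · Measured by – FRET fluorescence in CFP and YFP emission channels · Control set – no-enzyme wells low, DMSO-plus-enzyme wells high control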
# hIAP inh = human IAP inhibitors, primary screen, biochemical, luminescence, uHTS | Intestinal-type alkaline phosphatase (Homo sapiens), P09923 | purified IAP, CDP-Star luminescence, 30 min | inhibition, % at 10 µM | 330,000 tested, 0.12% active;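 active = inhibition reaching a set limit with compound at 10 µM in the primary screen, cut at about 35% in these data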;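 note: plate controls were DMSO wells with enzyme for no effect and no-enzyme buffer wells for full effect; values of inactives mirror those of a sister screen read the other way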
# mIAP block = inhibitors of mouse IAP, primary screen, biochemical, luminescence, uHTS; intestinal alkaline phosphatase [Mus musculus]; purified mouse IAP, CDP-Star luminescence, 30 min; inhibition, % at 10 µM; 330,000 tested, 0.2% active;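 active = inhibition of at least 40% at 10 µM in the primary screen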;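 note: plate controls were DMSO with enzyme for no effect and no enzyme wells for full effect; values of inactives mirror those of a sister screen read the other way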
# MIN6 prolif = inducers of MIN6 beta-cell proliferation, primary screen, ATP luminescence, uHTS. MIN6 cells proliferation, ATPlite luminescence, 48 h; cells starved in 0.2% serum; 100% = growth in 10% serum. proliferation, % at 10 µM. 330,000 tested, 0.29% active. AID 2380, 2010;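 active = compounds whose signal lies at least 3.5 SD above the mean of all wells on their plate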;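 note: 0% = DMSO-treated cells in low-serum medium and 100% = 10% serum control; some compounds called inactive have numbers as strong as hits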
# mIAP act = activators of mouse IAP, primary screen, biochemical, luminescence, uHTS; 330,000 tested, 0.24% active; muIAP, CDP-Star luminescence, 30 min; hits give high values; 1 = vehicle-only enzyme signal, 0 = enzyme-free wells; activation factor at 10 µM; intestinal alkaline phosphatase [Mus musculus];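 active = activation factor of at least 2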; note: the source names both 10 and 20 µM as test concentration; values of inactives mirror those of a sister screen read the other way
#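 Assay system: mouse IAP enzyme; reagent: chemiluminescent substrate CDP-Star; dosing: test compounds delivered from DMSO solution; schedule: 30 min at room temperature; measured by: luminescence from enzymatic CDP-Star hydrolysis; controls: DMSO-only wells and no-enzyme negative control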
# APOBEC3A inh = APOBEC3A ssDNA deaminase inhibitors, primary screen, selectivity assay for APOBEC3G inhibitor project, biochemical, FAM/TAMRA oligo cleavage fluorescence; 330,000 tested, 0.41% active; inhibition, % at 20 µM; AID 493011, 2011; DNA dC->dU-editing enzyme APOBEC-3A (Homo sapiens), P31941; recombinant A3A, FAM/TAMRA ssDNA deamination fluorescence;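 active = at least 40% inhibition at 20 µM here, with at most 30% in a related deaminase screen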;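 note: plate controls were A3A with DMSO for no effect and wells lacking A3A enzyme for full effect; some results filed as inactive read as strong as hits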
# Target sequence (P31941 whole entry, looked up): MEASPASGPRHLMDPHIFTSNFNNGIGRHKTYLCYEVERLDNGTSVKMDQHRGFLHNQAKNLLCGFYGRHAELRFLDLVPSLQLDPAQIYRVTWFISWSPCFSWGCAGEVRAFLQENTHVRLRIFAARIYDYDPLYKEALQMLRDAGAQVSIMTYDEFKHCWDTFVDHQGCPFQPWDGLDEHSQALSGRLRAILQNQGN
# hIAP act = human IAP activators, primary screen, biochemical, luminescence, uHTS | purified human IAP, CDP-Star luminescence, 30 min; hits give high values; 1 = vehicle-only enzyme, 0 = enzyme-free background | Intestinal-type alkaline phosphatase (Homo sapiens), P09923 | AID 2524, 2010 | activation factor at 10 µM | 330,000 tested, 0.16% active;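 active = activation factor of the enzyme at least 2-fold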; note: the source names both 10 and 20 µM as test concentration; values of inactives mirror those of a sister screen read the other way
# * marks the source's active call; other numbers are inactive results; x = not tested or not shown. Not all compounds are listed. The share of hits here may be higher or lower than overall.
# Results follow in this order: A3G deaminase	MIN6 prolif	mIAP act	APOBEC3A inh	SENP1 FRET inh	hIAP act	mIAP block	NALP3 yeast inh	hIAP inh
Cc1ccc(OCC(O)CN2CCN(c3ccc(C)cc3)CC2)cc1 (configuration not stated)
    3	-4	0.92	2	0	1.4	8	20	-42
O=C(C1=C[C@H](c2csc3ccccc23)C[C@H](OCc2ccc(CO)cc2)O1)N1CCCCCCC1
    -3	-7	0.97	-1	x	1	3	-8	-4
CNC(=O)C1CC(=O)N/C(=N/N=C(\C)c2cccs2)S1 (configuration not stated)
    0	-1	0.95	2	3	0.97	5	3	3
CCOC(=O)c1ccc(NC(=O)CC2C(=O)N(c3ccccc3)C(=O)N2CCCOC)cc1 (configuration not stated)
    -4	-1	1	2	1	1	-2	15	0
COc1ccccc1Oc1ccc(Oc2ccccc2OC)cc1
    -1	-5	1.1	-3	0	1	-10	10	-2
O=C(C1CCC1)N1CCN(Cc2ccccc2)CC1
    -6	-2	1.2	-5	0	1.1	-18	11	-12
NC(=O)COC(=O)c1ccccc1Oc1ccccc1
    1	-3	0.99	4	1	0.93	1	14	7
Nc1nonc1-n1nnc(C(=O)N/N=C/c2cccs2)c1-c1ccc2c(c1)OCO2
    4	-1	1.1	4	0	1.1	-6	7	-14
Cc1cc(C)c(Cn2c(=O)n(CCCC(=O)NCc3ccco3)c(=O)c3ccccc32)c(C)c1
    0	2	0.97	0	3	0.94	3	6	6
Cc1cccc(OCCC(=O)OC(C)C(=O)Nc2ccc(Cl)cn2)c1 (configuration not stated)
    -13	10	0.92	-2	4	1.1	8	13	-10
Cc1ccc(NC(=O)CCN2C(=O)C3C4CCC(C4)C3C2=O)cc1Cl (configuration not stated)
    0	-3	1	9	1	0.81	-2	12	19
Cc1noc(C)c1NC(=O)Nc1cccc2c1O[C@H](CN(C)C(=O)NC(C)C)[C@@H](C)CN([C@H](C)CO)C2=O
    -7	-2	1.1	-3	2	1	-9	4	-2
O=C(CSc1nnc2n1CCCN2C(=S)Nc1ccc(Cl)cc1)c1ccccc1
    -6	-4	0.83	5	-2	1.1	17	14	-8
Cc1ccc(-n2cc(CN3CCN(C(=O)c4ncn[nH]4)CC3)c(-c3ccc(F)cc3)n2)cc1
    -1	-1	1.1	3	1	1.3	-9	6	-27
Cn1c(O)c(N=Nc2nc(-c3ccccc3)cs2)c2ccccc21
    9	-2	0.77	5	46*	1	23	22	0
Nc1cc(C(=O)N2CCCC2)cc(C(=O)N2CCCC2)c1
    -6	-1	1.1	-2	1	0.89	-11	-1	11
COc1ccc(CNC(=O)COC(=O)CCc2nc3ccccc3c(=O)[nH]2)cc1
    -9	0	1	3	3	1	0	26	-1
COc1ccc(/C=C2\CCCC3C2=NN(C(=O)CSc2ncn[nH]2)C3c2ccc(OC)cc2)cc1 (configuration not stated)
    -7	-5	0.89	-2	9	1.2	11	5	-24
COc1ccc(NC(=O)C2CCC(=O)N2S(=O)(=O)c2ccc(C)cc2)c(OC)c1 (configuration not stated)
    -6	-2	0.94	-6	2	1.3	6	17	-29
O=C(NCc1cccc(F)c1)C1CCC(=O)N(CC2CCCCC2)C1 (configuration not stated)
    -8	2	0.99	-6	1	1.3	1	15	-32
Cc1c(NC(=O)c2ccc(-c3ccc([N+](=O)[O-])cc3Cl)o2)c(=O)n(-c2ccccc2)n1C
    -7	-2	0.96	-2	-2	0.77	4	16	23
C(=C\c1cc(/C=C/c2ccccc2)ncn1)/c1ccccc1
    -1	0	0.9	3	1	1.1	10	19	-5
O=C(CCc1ccccc1)NNC(=O)Nc1ccccc1
    -9	-2	1	-3	2	0.99	0	-2	1
Cc1ccc(C)n1NC(=O)c1ccco1
    -2	-3	1	2	14	1.2	-3	-11	-16
CC(C)OC1(c2ccccc2)OC(=O)c2ccccc21 (configuration not stated)
    -6	0	0.98	-4	3	0.92	2	-28	8
O=C(CC(=O)N/N=C/c1ccc(Cl)cc1Cl)NCc1ccccc1
    -5	-1	0.98	0	2	1.1	2	-12	-14
COc1ccc2cc(C)c(SCC(=O)Nc3cc(C)on3)nc2c1
    -6	-3	1	0	-1	1.1	0	4	-7
OCCNc1nc2ccc(Cl)cc2[nH]1
    1	-1	0.97	1	-2	0.81	3	7	20
CN1C2C=C3C(C#N)=C(N)C(C#N)(C#N)[C@@H](c4ccsc4)[C@@H]3C1CC2 (some centres not stated)
    -7	-4	1	-3	x	1.1	-2	6	-14
COc1cc(OC)cc(C(=O)NCC(=O)OCC(=O)/C=C2/N(C)c3ccccc3C2(C)C)c1
    -4	-6	0.95	0	-7	0.94	5	-2	6

# An excerpt of these results, bar-delimited.
Molecule | A3G deaminase | MIN6 prolif | mIAP act | APOBEC3A inh | SENP1 FRET inh | hIAP act | mIAP block | NALP3 yeast inh | hIAP inh
C(=C\c1cc(/C=C/c2ccccc2)ncn1)/c1ccccc1 | -1 | 0 | 0.9 | 3 | 1 | 1.1 | 10 | 19 | -5
O=C(CCc1ccccc1)NNC(=O)Nc1ccccc1 | -9 | -2 | 1 | -3 | 2 | 0.99 | 0 | -2 | 1
Cc1ccc(C)n1NC(=O)c1ccco1 | -2 | -3 | 1 | 2 | 14 | 1.2 | -3 | -11 | -16
CC(C)OC1(c2ccccc2)OC(=O)c2ccccc21 (configuration not stated) | -6 | 0 | 0.98 | -4 | 3 | 0.92 | 2 | -28 | 8
O=C(CC(=O)N/N=C/c1ccc(Cl)cc1Cl)NCc1ccccc1 | -5 | -1 | 0.98 | 0 | 2 | 1.1 | 2 | -12 | -14
COc1ccc2cc(C)c(SCC(=O)Nc3cc(C)on3)nc2c1 | -6 | -3 | 1 | 0 | -1 | 1.1 | 0 | 4 | -7
OCCNc1nc2ccc(Cl)cc2[nH]1 | 1 | -1 | 0.97 | 1 | -2 | 0.81 | 3 | 7 | 20
CN1C2C=C3C(C#N)=C(N)C(C#N)(C#N)[C@@H](c4ccsc4)[C@@H]3C1CC2 (some centres not stated) | -7 | -4 | 1 | -3 | x | 1.1 | -2 | 6 | -14
COc1cc(OC)cc(C(=O)NCC(=O)OCC(=O)/C=C2/N(C)c3ccccc3C2(C)C)c1 | -4 | -6 | 0.95 | 0 | -7 | 0.94 | 5 | -2 | 6

# Other records.
# Results follow in this order: A3G deaminase	MIN6 prolif	mIAP act	APOBEC3A inh	SENP1 FRET inh	hIAP act	mIAP block	NALP3 yeast inh	hIAP inh
COc1ccccc1N1CCN(CC(O)COc2ccc3c(C)cc(=O)oc3c2)CC1 (configuration not stated)
    -1	-4	1	-5	0	1.2	-4	14	-18
Cc1onc(-c2ccccc2)c1C(=O)N1CCN(S(=O)(=O)c2ccc(OC(F)(F)F)cc2)CC1
    8	-1	0.96	31	0	1.1	4	14	-11
Cc1ccc2c(C)[nH]c(=O)cc2c1
    -5	2	0.94	-2	0	1	6	15	-1
O=C(Cc1c[nH]c2ccccc12)N1CCc2ccccc21
    2	-2	1.1	2	-12	1	-7	62*	-4
CCN1C(=O)[C@H]2[C@@H](c3ccc(-c4ccc5c(c4)OCO5)c(OC)c3)N[C@@](CC(C)C)(C(=O)OC)[C@H]2C1=O
    -3	-5	0.94	-2	1	0.95	6	2	5
Cc1cccc(OCCC(=O)Nc2ccc(S(=O)(=O)N3CCCC3)cc2)c1
    -6	-2	1.2	1	3	1.1	-18	5	-14
COc1ccc(OC)c(S(=O)(=O)Nc2cccc3ccccc23)c1
    -5	-1	0.96	-1	-4	0.67	4	24	33
CCn1c2ccccc2c2nnc(SCCN3CCOCC3)nc21
    1	-2	0.94	-3	1	1.2	6	9	-21
COc1cc(N/N=C(\C)c2ccc(O)c(C)c2)nc(-c2ccccc2)n1
    -1	-5	1	0	3	0.87	0	15	13
Clc1ccc(C[n+]2cc(-c3ccc(Cl)cc3)n3c2CCC3)cc1
    -2	-4	1	-3	-3	0.95	0	4	5
Cc1cccc(N2CCN(C(=O)C(Cc3ccccc3)n3cccc3)CC2)c1C (configuration not stated)
    -8	-7	1	-3	-2	0.88	-2	9	12
Cc1ccc(NC(=S)N2CCN(c3ccccn3)CC2)cc1C
    -5	-3	0.94	-3	8	0.93	6	18	7
Cc1cccc2cn[nH]c12
    -7	1	0.96	-4	1	0.94	4	-3	6
CNC(=O)Nc1ccc2snnc2c1
    -2	1	1.1	1	-12	0.81	-10	20	20
CCOc1ccc(C2C(C(=O)c3ccc(C)o3)=C(O)C(=O)N2c2cc(C)on2)cc1OC (configuration not stated)
    -3	2	0.94	-7	-9	0.85	6	14	15
COc1cccc(OC)c1C(=O)Nc1ccc(C(=O)NCc2ccccc2)cc1
    -5	7	0.99	-1	0	1	1	-1	-2
COc1cccc(NC(=S)Nc2cccnc2)c1
    1	0	0.99	-2	1	0.95	0	17	5
CCc1ccc(NC2=NC(C(=O)c3ccccc3)CC(=O)N2)cc1 (configuration not stated)
    -10	0	0.9	-1	2	0.98	10	4	2
O=C(CSc1nc2ccccc2o1)NCc1n[nH]c(=O)c2ccccc12
    1	1	0.96	0	2	1.1	4	-6	-14
Cc1ccc2[nH]c3nc(N/N=C/c4cccc(O)c4)nnc3c2c1
    27	1	1	9	-5	0.86	0	9	14
COc1ccccc1C(=O)NCCC(=O)Nc1cccnc1
    0	-1	0.96	5	-1	1.1	4	12	-7
COC(=O)Cn1nc(-c2ccccc2)c2ccccc2c1=O
    -1	-2	1.1	-5	-1	0.94	-14	-11	6
CCOC(=O)C1CCN(Cc2ccccc2C(F)(F)F)CC1
    -2	-2	1.1	-1	0	0.95	-6	0	5
CSCCC(NC(=O)C12CC3CC(CC(C3)C1)C2)C(=O)OCC(=O)c1ccccc1 (configuration not stated)
    -1	-2	1	1	1	1	-2	12	-2
CC(=O)Nc1c(C)ccc2nsnc12
    -5	0	1.1	2	4	1	-12	15	-1
